# Source: PubChem (National Center for Advancing Translational Sciences (NCATS))
# TRHR PAM – qHTS for Small Molecule Agonists and Allosteric Enhancers of Human TRH Receptor: Primary Screen for Enhancers. Thyrotropin-releasing hormone receptor (Homo sapiens), P34981. TRHR cells, fluo-8 calcium fluorescence, EC20 TRH enhancement. enhancement, % at 2 µM. 0.66% of 360,000 active. AID 493056, 2011; in the data active = enhancement above about 30%; also: 0% is about no effect
# Target sequence (P34981 whole entry, looked up): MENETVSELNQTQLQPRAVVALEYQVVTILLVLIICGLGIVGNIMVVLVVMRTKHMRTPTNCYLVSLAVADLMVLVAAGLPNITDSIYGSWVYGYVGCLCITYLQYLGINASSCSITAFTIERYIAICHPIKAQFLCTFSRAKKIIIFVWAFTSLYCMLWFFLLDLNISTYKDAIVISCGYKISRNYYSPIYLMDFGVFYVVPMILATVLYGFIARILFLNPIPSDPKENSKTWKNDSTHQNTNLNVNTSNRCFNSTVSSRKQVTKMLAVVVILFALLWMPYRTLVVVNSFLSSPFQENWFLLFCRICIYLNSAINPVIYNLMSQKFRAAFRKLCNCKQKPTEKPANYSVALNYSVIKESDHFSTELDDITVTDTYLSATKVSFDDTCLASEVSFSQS
#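 Enhancer read-out: after compound pinning and an initial kinetic agonist-mode read, an EC20 of TRH (10 nM final) was injected and fluo-8 calcium signal (Ex 480/Em 530) followed at 1 s/cycle for 100 cycles in TRHR-expressing cells.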
# RXFP1 antagonist – qHTS Assay for Antagonists of the Relaxin Receptor RXFP1; Relaxin receptor 1 (Homo sapiens), Q9HBX9; activity change, negative = inhibition, % at 57.5 µM; 0.59% of 350,000 active; HEK293-RXFP1, relaxin-stimulated cAMP HTRF, 30 min; stronger effect = lower value;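 active = activity change of -60% or lower, but not beyond a set lower limit; inconclusive = change between -60% and -40%, or beyond the set limit; inactive = change above -40%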; also: % is scaled to controls: 0 for no effect and ±100 for the full control effect
# D1 agonist – Allosteric Agonists of the Human D1 Dopamine Receptor: qHTS. D(1A) dopamine receptor (Homo sapiens), P21728. HEK293 T-REx D1 cells, calcium flux, agonist mode. activation, % at 2 µM. 1% of 360,000 active; in the data active = activation above about 30%; also: 0% is about no effect
#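 Tetracycline-induced HEK293 TREx D1 cells, force-coupled to calcium signalling, were dye-loaded with a no-wash calcium kit. Compound was pin-added after a 10 s baseline. Fluorescence was read kinetically at 1 cycle/s for 180 s, with calcium rises flagged as agonism.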
# D1 antag – Antagonist of Human D 1 Dopamine Receptor: qHTS. 3.2% of 360,000 active. activity change, negative = inhibition, % at 10 µM. D(1A) dopamine receptor (Homo sapiens), P21728. AID 504652, 2011. HEK293 TREx D1 cells, calcium flux, dopamine EC80; stronger effect = lower value; in the data active = activity change below about -30%; also: % is scaled to controls: 0 for no effect and ±100 for the full control effect
#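 Using tetracycline-induced force-coupled D1 Hek293 cells and a calcium dye, signals were followed for 180 s after compound, then for 180 s after EC80 dopamine, to detect inhibitors.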
# D2 potentiator – HTS Assay for Positive Allosteric Modulators of the Human D2 Dopamine Receptor: Primary Screen for Potentiators | potentiation, % at 10 µM | HEK293 T-REx D2, calcium flux, EC20 dopamine potentiation | AID 485347, 2010 | 0.34% of 340,000 active;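 active = potentiation over 3 SD above the plate norm, cut at about 30% in these data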; also: 0% is about no effect
# Target sequence (P14416 whole entry, looked up): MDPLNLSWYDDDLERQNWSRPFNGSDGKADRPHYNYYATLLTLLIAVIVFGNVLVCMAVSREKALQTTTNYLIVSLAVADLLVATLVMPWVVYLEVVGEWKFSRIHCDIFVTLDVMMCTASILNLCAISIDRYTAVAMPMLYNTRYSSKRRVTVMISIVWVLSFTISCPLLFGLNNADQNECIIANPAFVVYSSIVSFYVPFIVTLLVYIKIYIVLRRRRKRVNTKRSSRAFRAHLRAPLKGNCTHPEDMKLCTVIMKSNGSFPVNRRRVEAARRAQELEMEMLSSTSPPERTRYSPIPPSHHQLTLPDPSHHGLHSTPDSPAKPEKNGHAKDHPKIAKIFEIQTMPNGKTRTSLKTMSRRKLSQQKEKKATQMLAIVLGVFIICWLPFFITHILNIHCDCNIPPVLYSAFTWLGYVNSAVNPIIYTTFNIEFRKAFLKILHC
#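 Potentiation of an EC20 dopamine calcium response measured kinetically over 180 s, after a preceding 180 s compound-only read flagging agonists. Cells: inducible Hek293 Trex D2 line, 4000/well, cultured overnight at 30 C before dye loading.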
# D1 potentiator – Potentiators of Human D1 Dopamine Receptor: qHTS | D(1A) dopamine receptor (Homo sapiens), P21728 | HEK293 TREx D1 cells, calcium flux, dopamine EC20 potentiation | potentiation, % at 10 µM | 0.036% of 360,000 active; in the data active = potentiation above about 30%; also: 0% is about no effect
# RXFP1 ag – qHTS Assay for Agonists of the Relaxin Receptor RXFP1; AID 2676, 2010; Potency, µM (top dose mostly 57.5 µM), for the others: at the highest dose activation, usual class: activators; Relaxin receptor 1 (Homo sapiens), Q9HBX9; HEK293T-RXFP1 cAMP TR-FRET, 30 min; response scale: percent of porcine relaxin response, buffer zero; 0.3% of 370,000 active; also: potency is read from the fitted curve at half-maximal effect; % is scaled to controls: 0 for no effect and ±100 for the full control effect; nearly all actives have a fitted effect of over 60% in size; many of its hits are not listed in these tables
#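 HEK293T cells stably expressing RXFP1 were pretreated with the PDE4 inhibitor Ro 20174, exposed to compounds for 30 min at 37C, lysed, and cAMP was read by TR-FRET. Data normalized to buffer (basal) and 29 nM porcine relaxin (100%).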
# Apoferritin bind – qHTS Assay for Identification of Novel General Anesthetics | apoferritin/1-aminoanthracene competitive binding, fluorescence | Potency, µM (doses to about 77.5 µM), inactives show top-dose activity change, negative = displacement, most hits filed as inhibitors | 0.074% of 350,000 active | AID 485281, 2010; also: potency is read from the fitted curve at half-maximal effect; % is scaled to controls: 0 for no effect and ±100 for the full control effect; nearly all actives have a fitted effect of over 20% in size
# Target sequence (P02791 2-175 limits assumed): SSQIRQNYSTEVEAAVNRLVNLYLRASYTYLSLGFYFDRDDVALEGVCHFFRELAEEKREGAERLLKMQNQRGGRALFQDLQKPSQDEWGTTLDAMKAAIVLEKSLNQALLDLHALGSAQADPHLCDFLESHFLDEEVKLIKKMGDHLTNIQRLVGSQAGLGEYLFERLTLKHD
#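 Concentration-response curves derived by four-parameter Hill fitting of normalized fluorescence, where compounds displaced 1-AMA from 10 uM horse apoferritin following a brief 10 min room-temperature incubation; propofol titration acted as positive control.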
# TRHR agonist – qHTS for Small Molecule Agonists and Allosteric Enhancers of Human TRH Receptor: Primary Screen for Agonists | Thyrotropin-releasing hormone receptor (Homo sapiens), P34981 | TRHR cells, calcium flux fluo-8, FDSS agonist mode | activation, % at 2 µM | 0.18% of 360,000 active | AID 493084, 2011; in the data active = activation above about 30%; also: 0% is about no effect
#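 Steps: seed TRHR cells overnight; add fluo-8 no-wash Ca dye, RT 30 min–1.5 h; record 10 s baseline; pin-transfer compounds; monitor fluorescence 1 cycle/s for the agonist window. Calcium increases flag candidate agonists.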
# * marks the source's active call; other numbers are inactive results; ? = inconclusive; nt = no result given; [ ] = another dose, or the depositor's remark. Unless noted, calls follow the shape of the dose curve; as a rule, active = well fitted curve in the direction sought with a large enough effect; inconclusive = small, poorly fitted or top-dose-only effect, or another doubt; inactive = no such curve, though single readings can be large; an effect the other way counts as inactive or inconclusive. The list is partial, so the mix of outcomes need not match the whole.
SMILES,TRHR PAM,RXFP1 antagonist,D1 agonist,D1 antag,D2 potentiator,D1 potentiator,RXFP1 ag,Apoferritin bind,TRHR agonist
Fc1ccc(-c2cc(-c3ccccc3)nc(-n3cccn3)n2)cc1,-3,-15,3,16,-10,-3,2.3%,?,-0.5
CC(=O)c1cccc(-n2nnnc2SCC(=O)Nc2ccccc2N2CCCCC2)c1,-3,3,2,-17,-9,-5,2.4%,?,-0.8
CCN(CC)c1ccc(C(=O)N/N=C/c2ccccc2OC(F)F)cc1,29,-2,1,-1,-1,-6,2.5%,39%[activator],-0.2
CC12CCC(C(=O)Nc3nc4ccccc4s3)(OC1=O)C2(C)C (configuration not stated),-1,-26,-1,-6,-3,12,-0.5%,?,0.2
CC(C)CN1C(=S)SC(C)(C)C1n1oc(=O)n(-c2ccc(Cl)cc2)c1=O (configuration not stated),-7,-2,8,-28,7,-3,-0.3%,?,-1.0
O=C(COc1ccc(F)cc1)OCc1cc(=O)n2nc(C3CCCCC3)sc2n1,-6,nt,3,-17,-2,-3,?,-3%,-0.5
COc1ccc(CCNc2oc(COc3ccc(Br)cc3)nc2C#N)cc1OC,-1,-62*,2,-32*,-4,nt,2.0%,158%[activator],-0.3
O=C(Nc1cc(-c2nc3cc(Cl)ccc3o2)ccc1Cl)c1cc2ccccc2o1,-1,nt,-1,-3,-6,-2,3.6%,0%,1.5
CC1=C(c2ccc(C)cc2)S(=O)(=O)N(Cc2ccc(C(=O)Nc3ccc(F)cc3C)cc2)C1=O,6,-7,0,9,18,-2,-0.5%,43%[activator],-0.4
O=C(c1cc(-c2ccc(O)cc2)on1)N1CCc2ccccc2C1,-3,-13,9,16,7,-6,0.3%,-23%,-0.4
Fc1ccccc1N1CCN(C2CCCN(Cc3cccc(C(F)(F)F)c3)C2)CC1 (configuration not stated),7,-2,0,8,-14,-2,0.0%,-9%,-0.5
COCCNCCOc1ccccc1-c1ccccc1,10,2,17,-31*,20,-7,1.1%,-14%,-0.1
CN(C)CCCN(C(=O)c1ccco1)c1nc2cc3c(cc2s1)OCO3,8,-8,2,0,-9,-1,6.2%,-14%,-1.0
COc1ccc(N2CCN(C(=O)Cn3cncn3)CC2)cc1,0,-29,3,-6,-3,0,-2.8%,-2%,0.3
COc1ccc(Nc2nc(NCc3ccco3)nc(N/N=C/c3ccccc3)n2)cc1,9,-15,0,16,2,4,4.0%,-9%,-0.1
CN(C)S(=O)(=O)c1cccc(NC(=O)CN2C(=O)NC(Cc3c[nH]c4ccccc34)C2=O)c1 (configuration not stated),-5,10,0,-15,-9,-5,0.7%,-7%,-0.5
CCOc1cc(CNCc2ccc(C(=O)O)cc2)ccc1OC,9,4,1,-13,16,-5,-2.5%,5%,-2.0
CC(=NCc1ccco1)c1c(C(F)(F)F)[nH]n(-c2nc3ccccc3s2)c1=O,-5,-28,11,5,0,-1,0.1%,-11%,-1.4
CCOC(=O)C1=C(CN2CCN(c3ccccc3F)CC2)NC(=O)NC1c1ccc(Cl)cc1 (configuration not stated),4,nt,2,2,-11,4,0.2%,-5%,0.6
CCc1ccc(N2CC(C(=O)NCc3ccc4c(c3)OCO4)CC2=O)cc1 (configuration not stated),6,2,1,6,-4,4,1.0%,-7%,0.2
CCc1ccc(NC(=O)Cn2c3ncccc3c(=O)n2-c2ccc(C)c(C)c2)cc1,-9,-14,2,-1,4,-3,2.9%,75%[activator],0.5
CCOc1ccc(S(=O)(=O)NCCC(=O)N2CC=C(c3ccccc3)CC2)cc1,5,-4,7,0,-1,-3,0.6%,nt,-0.5
c1coc(-c2nc3nc4ccccc4nc3n2CC2CCCO2)c1 (configuration not stated),6,2,2,7,12,-2,5.3%,393%[activator],-0.3
COc1ccccc1N1CCN(C(=O)c2cc(S(=O)(=O)N3CCOCC3)ccc2C)CC1,-2,0,0,-14,-10,-6,1.7%,nt,0.0
COc1ccc(C2c3c(n(C)c4ccccc34)C(=O)N2CC(=O)Nc2cccc(F)c2)cc1 (configuration not stated),9,-20,5,-26,6,-1,-0.1%,-18%,1.5

# Overlap with the part before: two compounds; new compounds follow.
SMILES,TRHR PAM,RXFP1 antagonist,D1 agonist,D1 antag,D2 potentiator,D1 potentiator,RXFP1 ag,Apoferritin bind,TRHR agonist
COc1ccccc1N1CCN(C(=O)c2cc(S(=O)(=O)N3CCOCC3)ccc2C)CC1,-2,0,0,-14,-10,-6,1.7%,nt,0.0
COc1ccc(C2c3c(n(C)c4ccccc34)C(=O)N2CC(=O)Nc2cccc(F)c2)cc1 (configuration not stated),9,-20,5,-26,6,-1,-0.1%,-18%,1.5
COC(=O)c1ccccc1NC(=O)C(C)c1ccc([N+](=O)[O-])cc1 (configuration not stated),8,-16,30,1,2,-6,0.5%,-18%,1.7
CSCCC(NC(=O)C1CCCCC1)C(=O)Nc1ccc(F)c(Cl)c1 (configuration not stated),0,-8,1,-4,1,0,-0.4%,3%,0.0
Cc1ccc(S(=O)(=O)Nc2nc(-c3ccccc3)cs2)cc1,8,2,-1,-18,6,-2,1.5%,-9%,-0.6
Cc1ccccc1-c1cc(C(=O)Nc2nc3c(s2)CCCC3)c2ccccc2n1,14,-4,3,-5,-24,10,-0.1%,3%,0.0
O=C(Nc1ccc(F)cc1)N1CCN(C/C=C/c2ccccc2)CC1,5,-15,7,-16,-9,-6,1.2%,-10%,-0.1
Cc1nc(CCNS(=O)(=O)c2cccs2)cs1,1,4,2,-7,nt,-5,2.4%,-10%,1.4
C[C@H](NC(=O)OC(C)(C)C)c1nnc(SCC(=O)Nc2cccc(Cl)c2)o1,-5,1,7,-25,-1,-7,0.7%,-1%,0.6
O=C(Cc1ccccc1)NNc1ccc2ccccc2c1,-2,2,1,-49*,5,10,-0.5%,1%,-1.7
Cc1ccc(C(=O)c2cc3ccccc3o2)cc1C,-3,0,7,8,-3,0,7.7%,?,0.1
Cc1sc2nc(CN3CCCC3)nc(N3CCN(S(=O)(=O)c4cccc(F)c4)CC3)c2c1C,-6,-19,1,-11,-3,-5,4.3%,nt,-0.5
COc1ccc(CNCC(C)NCc2ccc(OC)c(OC)c2)cc1OC (configuration not stated),-3,-4,0,-2,-24,-3,1.8%,0%,0.4
O=C1c2ccccc2S(=O)(=O)c2cc(C(=O)N(c3ccccn3)c3ccccn3)ccc21,40*,nt,300*,-24,17,-5,1.2%,-10%,70*
O=C(NC1CCc2ccccc21)c1cc(COc2cncc(Cl)c2)on1 (configuration not stated),1,2,18,3,1,-6,2.0%,45µM*,-0.9
COc1ccc(Cl)cc1NC(=O)c1ccc2c(SCC(=O)O)c3c(nc2c1)CCCC3,-4,0,3,-6,12,3,0.9%,0%,-0.5
Cc1ccc(C)c(-n2c(CNC(=O)c3ccco3)nnc2SCC(=O)N2CCc3ccccc32)c1,-2,-3,2,-8,-1,-5,0.1%,-6%,-0.7
COC(=O)CSc1nc2ccc(C)cc2cc1C#N,-3,5,18,5,-12,2,8.5%,-1%,4.4
Cc1cc(-c2ccccc2)c(C#N)c(SCC(N)=O)n1,5,1,2,2,-2,-6,-0.5%,-9%,-0.4
CCC(=O)N1CCc2cc(S(=O)(=O)NCCCN3CCN(Cc4ccccc4)CC3)ccc21,-1,-7,7,3,-6,3,-3.1%,-13%,-0.1
CCSc1ncc(Cl)c(C(=O)N(Cc2ccc(N(C)C)cc2)Cc2ccco2)n1,-2,-10,0,-5,nt,-1,0.0%,0%,-0.8
O=C(Nc1ccc2c(c1)OCCO2)c1oc2ccccc2c1NC(=O)C1CC1,-8,-26,1,1,-6,15,0.0%,-5%,-0.7
COc1cccc2sc(NC(=O)c3ccc(Br)s3)nc12,-1,-18,2,3,14,-2,4.1%,-2%,0.6
CN(C)C1=NC(=O)/C(=C\c2ccccc2)S1,-6,-6,-2,2,-9,-4,-1.9%,-11%,-0.2
CCOC(=O)c1c(NC(C)=O)sc2c(O)c(CN3CCN(CC)CC3)ccc12,9,-8,2,8,4,-3,1.2%,-18%,0.1
Nc1ccc2nn(-c3ccc(F)cc3)nc2c1,-5,14,9,4,5,-4,11%,969%[activator],0.1
Cc1ccc(OCC(=O)Nc2nnc(S(=O)(=O)N3CCCCC3)s2)cc1,2,3,11,-4,0,-2,0.5%,-14%,1.1
# Continuation:
SMILES,TRHR PAM,RXFP1 antagonist,D1 agonist,D1 antag,D2 potentiator,D1 potentiator,RXFP1 ag,Apoferritin bind,TRHR agonist
CCOC(=O)c1cnc(SC2CC(=O)N(c3ccc(OC)c(OC)c3)C2=O)nc1N (configuration not stated),14,-4,1,6,5,-2,9.9%,-11%,-0.6
Cc1ccc(Cn2c(=N)c(C#N)cc3c(=O)n4cccc(C)c4nc32)cc1,-1,nt,2,-2,1,7,0.8%,-9%,0.0
CCOC(=O)c1c(Nc2ccc(Cl)cc2)sc(/C=C2\C=Nc3ccccc32)c1O,6,0,2,nt,-1,-2,1.6%,-11%,1.0
COc1ccccc1NC(=O)Cn1cnc2sc(C)c(S(=O)(=O)N3CCCCC3)c2c1=O,2,nt,0,-2,19,-2,0.6%,0%,-1.2
Cc1ccccc1N(CC(=O)N/N=C/c1cc(Br)c(C)o1)S(C)(=O)=O,-2,nt,2,-10,-1,-8,1.8%,-9%,0.0
O=C(c1ccc2ccccc2c1)C1CCCN(C(=O)CCn2cnnn2)C1 (configuration not stated),-6,11,0,3,-6,-3,2.3%,-8%,-0.8
CC(=O)c1cccc(NC(=O)CCc2nnc3ccc(N4CCOCC4)nn23)c1,-5,-7,5,-20,-10,-8,?,-3%,0.4
COCCn1c(SCc2nc3ccccc3c(=O)[nH]2)nc2ccccc2c1=O,3,3,1,-5,9,-1,-0.7%,-3%,-0.4
